# High-throughput results (PubChem BioAssay)
# IMPase cell inh: membrane-permeable compound that blocks inositol monophosphatase | CHO-M1 cells, IP1 accumulation, HTRF TR-FRET ratio | P97697 | 120,000 tested, under 10 active | AID 901 | inhibition (IP1 accumulation), % at 46.1 µM; active means well fitted curve in the direction sought with a large enough effect in the signal ratio, not every such curve was filed as active; inconclusive means small, poorly fitted or top-dose-only effect, or a change in a side signal; inactive means no such curve, though single readings can be large or run the other way; the % refers to the signal ratio;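 further: cells stimulated with carbachol in lithium chloride buffer; plate controls were DMSO basal wells for no effect and reference inhibitor wells for full effect; higher means more IMPase inhibition seen as more IP1 and lower FRET ratio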
# Target sequence (P97697 whole entry, looked up): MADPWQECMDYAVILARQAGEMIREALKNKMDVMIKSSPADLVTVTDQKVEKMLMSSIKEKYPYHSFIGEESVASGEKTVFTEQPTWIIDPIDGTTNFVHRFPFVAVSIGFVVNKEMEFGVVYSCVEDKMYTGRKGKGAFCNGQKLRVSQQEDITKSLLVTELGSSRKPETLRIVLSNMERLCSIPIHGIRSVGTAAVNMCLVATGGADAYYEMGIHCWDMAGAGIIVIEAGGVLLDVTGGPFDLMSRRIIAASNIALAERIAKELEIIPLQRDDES
#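 Carbachol-driven Gq signalling in CHO-M1 cells (2000/well) generates IP1. Compounds that block IMPase raise IP1 and so reduce the FRET signal from Eu-anti-IP1 and d2-IP1 after a 10 min room-temperature lysis.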
# PNC assembly inh: perinucleolar compartment assembly inhibition | PC3M PTB-GFP, PNC prevalence imaging, 16 h; hits give low values | activity change (PNC), negative = inhibition, % at 10 µM | 140,000 tested, 3.1% active | AID 2417;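 active means readout at or below -70, meaning at least 70% loss of cells showing the perinucleolar compartment, a nuclear body marking cancer cells; inconclusive means readout between -30 and a set limit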;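 further: plate controls were DMSO wells for no effect and camptothecin positive control wells for full effect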
#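 Compounds are pinned in duplicate onto adhered PC3M cells stably expressing GFP-tagged PTB and incubated 16 h at 37 C. Cells are then fixed, nuclei stained with Hoechst, and PNC-positive cells counted.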
# 12-hLO inh: blocks human 12-lipoxygenase activity; P18054; AID 1452; Potency, µM (titrated, usually from 57.1 µM), inactives show at the top dose activity change, negative = inhibition, usual class: inhibitors; 150,000 tested, 0.12% active; purified 12-hLO, xylenol orange hydroperoxide absorbance; further: potency means the concentration at half of the fitted maximal effect; nearly all actives have a fitted effect of over 55% in size; many of its hits are not listed in these tables
#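 Hydroperoxide output read as Fe(III)-xylenol orange absorbance, 573-to-405 nm ratio, after 30 min reaction with 40 uM arachidonic acid. Enzyme: 150 nM purified human 12hLO, 15 min compound preincubation; 25 mM Hepes pH 7.0, room temperature.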
# ALOX15B inhib: blocks human 15-lipoxygenase 2 activity; O15296; purified 15hLO-2, xylenol orange hydroperoxide absorbance; Potency, µM (series often up to 57.1 µM), without a hit: top-dose activity change, negative = inhibition, hits mostly inhibitors; 110,000 tested, 0.56% active; AID 881; further: potency means the concentration at half of the fitted maximal effect; nearly all actives have a fitted effect of over 60% in size; many of its hits are not listed in these tables
# Target sequence (O15296 whole entry, looked up): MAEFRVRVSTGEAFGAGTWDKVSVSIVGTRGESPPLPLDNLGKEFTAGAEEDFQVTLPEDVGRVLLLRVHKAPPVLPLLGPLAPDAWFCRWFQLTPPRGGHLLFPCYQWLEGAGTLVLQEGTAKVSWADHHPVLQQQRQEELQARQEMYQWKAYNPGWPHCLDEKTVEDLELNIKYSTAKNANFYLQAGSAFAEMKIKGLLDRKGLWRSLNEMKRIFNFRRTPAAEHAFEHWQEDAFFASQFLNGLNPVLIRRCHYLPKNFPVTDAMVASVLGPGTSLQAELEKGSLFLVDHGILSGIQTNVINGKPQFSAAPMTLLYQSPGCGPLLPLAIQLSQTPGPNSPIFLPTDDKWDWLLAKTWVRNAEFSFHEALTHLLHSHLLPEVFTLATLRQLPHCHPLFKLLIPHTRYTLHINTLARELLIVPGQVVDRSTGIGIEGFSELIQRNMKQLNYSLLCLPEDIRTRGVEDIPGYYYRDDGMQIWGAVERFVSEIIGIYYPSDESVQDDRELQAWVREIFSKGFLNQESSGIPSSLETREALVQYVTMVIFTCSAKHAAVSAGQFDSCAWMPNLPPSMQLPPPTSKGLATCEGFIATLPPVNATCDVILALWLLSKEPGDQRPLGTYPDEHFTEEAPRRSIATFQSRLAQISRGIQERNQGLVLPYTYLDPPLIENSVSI
#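 Screening format was qHTS against 50 nM purified 15hLO-2 in Hepes pH 7.5 with detergent. Activity follows hydroperoxide formation from 45 uM arachidonic acid, measured as 573:405 nm absorbance ratio of the ferric-xylenol orange complex.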
# Starred values were filed as active, the others as inactive; ? = inconclusive; · = not tested or not shown; & = joins results of further samples; [ ] = another dose, or the depositor's remark. Unless noted, the call rests on the fitted dose curve; in most records, active means well fitted curve in the direction sought with a large enough effect; inconclusive means small, poorly fitted or top-dose-only effect, or another doubt; inactive means no such curve, though single readings can be large; an effect the other way counts as inactive or inconclusive. Unless noted, on the % scale 0 is the no-effect control and ±100 the full control effect. This is a subset (hit frequency here may not be typical).
PNC assembly inh | IMPase cell inh | ALOX15B inhib | 12-hLO inh | SMILES
? | 3 | -3% | -4% | Cc1ccccc1-n1nc2c(c1NC(=O)COc1ccc(Cl)cc1)CS(=O)C2 (stereo unspecified)
17 | ? | 9% | -3% | CN(C)S(=O)(=O)N1CCc2ccccc21
20 | -7 | -2% | -3% | CCOC(=O)C1CN(S(=O)(=O)c2ccc(C)cc2)c2cc(S(=O)(=O)CC)ccc2O1 (stereo unspecified)
-4 | 5 | · | -7% | Brc1ccc(-c2nnc3n2C2(CCCC2)Cc2ccccc2-3)o1
-22 | -6 | · | 2% | CCCCC1CCC(c2ccc(C(N)=O)cc2)CC1 (stereo unspecified)
-28 | -2 | -12% | -3% | Cc1ccc(CNC(=O)c2ccc(NS(=O)(=O)c3c(C)noc3C)cc2)cc1
28 | 6 | -10% | 15% | CC(=O)C1C(=O)c2c(cccc2[N+](=O)[O-])C1=Nc1ccccc1C (stereo unspecified)
-16 | -1 | 3% | 3% | CCN1CCN(CCNC(=O)c2cn(C(C)c3ccccc3F)nn2)CC1 (stereo unspecified)
-5 | 3 | 6% | 2% | Cc1cc(C)nc(Sc2c(C)nn(-c3ccccc3)c2C)n1
50 | 3 | -5% | 8% | Cc1ccc(C(=O)c2oc3nc(C)cc(C)c3c2N)cc1
39 | 9 | 4% | 1% | Cc1ccnc(NC(=O)c2cccs2)c1
· | 16 | 43%[activator] | 13% | CN1CCN([C@@H]2Cc3ccccc3Sc3ccc(Cl)cc32)CC1
? | -3 | -4% | -3% | Cc1nnc(C)n1N1C(=O)c2cccc3cccc(c23)C1=O
34 | -7 | 0% | -1% | O=C(c1ccco1)N1CCCC(c2ccccc2)C1 (stereo unspecified)
-81* | -6 | 7% | 0% | COc1ccccc1CNC(=O)C1CC(=O)N(c2ccc(C)c(C)c2)C1 (stereo unspecified)
-26 | ? | 0% | -4% | O=C(NCCCN1CCOCC1)c1ccc(CNS(=O)(=O)c2ccc(F)cc2)cc1
56 | · | · | -3% | O=C(NCc1ccc2[nH]c3c(c2c1)CCCC3)c1ccc(S(=O)(=O)N2CCOCC2)cc1
73 | -10 | 5% | 1% | c1ccc(Sc2ncnc3c2oc2ccccc23)cc1
-22 | 6 | 3% | 2% | CC(C)(C)OC(=O)N1CCC(c2c(C(=O)O)cnn2-c2ccccc2)CC1
30 | 11 | 18% | ? | C=C(C)COc1ccc(-c2[nH]ncc2Oc2cccc(OC)c2)c(O)c1
19 | 11 | 8% | 4% | COC(=O)c1ccc(OC)c(CSc2nnc(-c3ccc(C(C)(C)C)cc3)o2)c1
11 | · | · | -5% | CC(C)(C)NC(=O)COC(=O)c1ccccc1Nc1ccc(SC(F)F)cc1
? | 10 | -3% | 6% | CCOC(=O)c1ccc2c(c1)nc(COc1ccccc1C#N)n2CC
-7 | -5 | 0% | 3% | Cc1ccc(CSc2nnc(-c3ccco3)n2N)cc1
32 | 0 | -19% | -2% | O=C(/C=C/c1ccccc1)NC(=S)Nc1ccccc1C(=O)NC1CCCCC1
7 | -1 | -2% | -5% | CC1=C(C(=O)OC(C)C)C(c2ccc(Br)s2)NC(=O)N1C (stereo unspecified)
-18 | -4 | 29% | 1% | Cc1cc2ncn(-c3ncnc4sc(C)c(C)c34)c2cc1C
103 | 6 | 5% | 1% | O=C(C1CC1)N1CCc2cc(S(=O)(=O)N3CCOCC3)ccc21
-18 | 1 | -3% | -12% | COc1ccc(OC)c(S(=O)(=O)N2CCC(C(=O)Nc3cc(C)ccc3C)CC2)c1
55 | ? | 0% | 3% | O=C(NCC1CCCO1)c1onc(CSc2ccc(F)c(F)c2)c1C(=O)O (stereo unspecified)
-16 | 15 | 8% | 9% | Cc1ccc2c(c1)nnn2C1CCN(S(=O)(=O)c2ccc(C(=O)N3C(C)CCCC3C)cc2)CC1 (stereo unspecified)
3 | 3 | 2% | -16% | CC(=O)Nc1sc2c(c1C(c1ccc(F)cc1)N1CCOCC1)CCCC2 (stereo unspecified)
-80* | 3 | 25µM* | ? | Cc1nc2sccn2c1P(c1c(C)nc2sccn12)c1c(C)nc2sccn12
9 | -3 | 8% | -10% | COc1ccc(S(=O)(=O)N2CCN(CC(=O)Nc3ccc(C)c(F)c3)CC2)cc1
-3 | 3 | 3% | -1% | O=C(NCc1ccccc1)c1noc2c1CCCC2
-21 | · | · | -3% | O=[N+]([O-])c1ccc(Cl)c(S(=O)(=O)N2CCCCCC2)c1
7 | 0 | 5% | 9% | C(=N\n1cnc2ccccc21)/c1cccnc1
? | 3 | 51%[activator] | 5% | CN1CCc2c(sc3c2C(=O)NC(c2cccs2)N3)C1 (stereo unspecified)
? | 2 | -15% | -20% | CCOc1cc(C2c3c(n[nH]c3C)C(=O)N2c2ccc(Br)cc2)ccc1O (stereo unspecified)
· | 1[20.6 µM] | 9% | 5% | C1CCc2nnnn2CC1
46 | 0 | 2% | 4% | Cn1ncc(C#N)c1/N=C/N1CCCCC1
90 | · | · | 1% | CC(OC(=O)c1ccc2c(=O)n3c(nc2c1)CCCCC3)C(=O)Nc1ccc(Cl)cn1 (stereo unspecified)
-109* | · | · | 3% | CC(=O)c1ccc(NC(=S)NC(=O)c2c(Cl)c(C)nn2C)cc1
-9 | 5 | 8% | 4% | Cn1c(C(=O)NCCCN2CCCCCC2)cc2c(=O)n(C)c3ccccc3c21
23 | -2 | -1% | -6% | COc1ccc(NC2=NC(=S)N(c3cccc(C)c3)C23CCCCC3)cc1
· | 7&3 | 41%&40%[activator] | -4%&-9% | CC(C)(C)[C@@]1(O)CCN2C[C@@H]3c4ccccc4CCc4cccc(c43)[C@@H]2C1
-2 | 9 | 8% | 11% | CCOCCOC(=O)c1ccc(-n2cncn2)nc1
29 | · | · | -2% | CCCC(C)NC(=O)Cc1ccccc1[N+](=O)[O-] (stereo unspecified)
13 | · | · | 0% | N/C(=N\OC(=O)Cc1ccccc1)c1ccc(Br)cc1
10 | 7 | · | 2% | N#C/C(=C\c1ccc([N+](=O)[O-])o1)c1nc2ccccc2[nH]1
18 | 4 | -11% | -4% | O=C(CCCn1c(=S)[nH]c2ccccc2c1=O)NCc1ccco1
· | · | 14% | 0% | CN(C)CC[C@@H](c1ccc(Cl)cc1)c1ccccn1
· | · | -1% | -1% | COC(=O)[C@@]1(Cc2ccccc2)[C@H]2c3cc(C(=O)N4CCCC4)n(CCc4ccccn4)c3C[C@H]2CN1C(=O)c1ccccc1
? | -3[1.84 µM] | ? | -6% | CCOc1cc(CNc2ccc(O)cc2)cc(Br)c1OCc1ccccc1F
9 | 4 | -4% | 2% | O=C(CCNS(=O)(=O)c1ccc(Cl)cc1)N1CCC2(O)CCCCC2C1 (stereo unspecified)
-15 | -1 | -2% | -10% | Cc1ccc(N=CC2=C(O)CC(c3ccco3)CC2=O)cc1 (stereo unspecified)
35 | · | · | -2% | Nc1c(Cl)ncnc1N/N=C/c1ccc2ccccc2n1
-19 | -3 | 0% | -2% | CC(=O)NC(=O)c1nnn(Cc2ccccc2)c1NC(C)=O
15 | 7 | -3% | -5% | COc1ccc(CC(=O)Nc2cccc(/C(C)=N/NC(=O)c3cccc([N+](=O)[O-])c3)c2)cc1
12 | 10 | -2% | -7% | COCCCN(C)C1CCN(C(=O)Nc2ccc(F)cc2)CC1

# Part of the list above in a different format:
> CC(=O)c1ccc(NC(=S)NC(=O)c2c(Cl)c(C)nn2C)cc1
  PNC assembly inh = -109*; IMPase cell inh = ·; ALOX15B inhib = ·; 12-hLO inh = 3%

> Cn1c(C(=O)NCCCN2CCCCCC2)cc2c(=O)n(C)c3ccccc3c21
  PNC assembly inh = -9; IMPase cell inh = 5; ALOX15B inhib = 8%; 12-hLO inh = 4%

> COc1ccc(NC2=NC(=S)N(c3cccc(C)c3)C23CCCCC3)cc1
  PNC assembly inh = 23; IMPase cell inh = -2; ALOX15B inhib = -1%; 12-hLO inh = -6%

> CC(C)(C)[C@@]1(O)CCN2C[C@@H]3c4ccccc4CCc4cccc(c43)[C@@H]2C1
  PNC assembly inh = ·; IMPase cell inh = 7&3; ALOX15B inhib = 41%&40%[activator]; 12-hLO inh = -4%&-9%

# Entries listed so far that bear a hit mark in PNC assembly inh:
PNC assembly inh | IMPase cell inh | ALOX15B inhib | 12-hLO inh | SMILES
-81* | -6 | 7% | 0% | COc1ccccc1CNC(=O)C1CC(=O)N(c2ccc(C)c(C)c2)C1 (stereo unspecified)
-80* | 3 | 25µM* | ? | Cc1nc2sccn2c1P(c1c(C)nc2sccn12)c1c(C)nc2sccn12
-109* | · | · | 3% | CC(=O)c1ccc(NC(=S)NC(=O)c2c(Cl)c(C)nn2C)cc1

# The results go on.
PNC assembly inh | IMPase cell inh | ALOX15B inhib | 12-hLO inh | SMILES
-22 | 1 | 3% | 2% | CC(NC(=O)c1ccnc(C(C)(C)C)c1)c1ccccc1 (stereo unspecified)
29 | 12 | 24% | -10% | COc1cccc(C(c2nnnn2Cc2ccco2)N2CCN(c3cccc(C)c3C)CC2)c1OC (stereo unspecified)
-15 | 6 | 1% | -3% | Nc1c(C(=O)NCc2ccc(Cl)cc2)sc2nc3c(c(C(F)(F)F)c12)CCC3
-14 | 3 | · | -5% | O=C(Cn1c(COc2ccc(Cl)cc2)nc2ccccc21)NCC(F)(F)F
-17 | · | · | -4% | CC(=O)Nc1sc(C)c(C)c1C(=O)OCC(=O)Nc1cc(S(=O)(=O)N2CCCCC2)ccc1Cl
9 | -5 | -4% | 1% | CCOC(=O)CC1C(=O)NCCN1Cc1cccc(C(F)(F)F)c1 (stereo unspecified)
-30 | · | · | 1% | CCC[N+](CC#Cc1ccccc1)(CCC)CC(=O)OC
30 | ? | -1% | 2% | COc1ccc2c(c1)c(=O)oc1cc3occ(C(C)(C)C)c3cc12
2 | 2 | -16% | -19% | CCn1c(Cc2cccn2C)nnc1SCC(=O)c1ccc(C)cc1
52 | ? | ? | 6% | Cn1c(NC(=O)c2ccc(Cl)cc2)c(-c2ccccn2)c(=O)c2ccccc21
24 | -5 | -7% | -7% | CCOC(=O)CCn1c(=O)c2c(nc(Br)n2Cc2ccccc2)n(C)c1=O
? | · | 13%[0.0915 µM] | 2%[0.00818 µM] | O=c1cc(-c2ccccc2)[nH]c2ccc(F)cc12
? | 5 | -4% | -3% | COc1ccc(S(=O)(=O)c2ccc(OC)c(OC)c2)cc1OC
21 | 2 | -2% | -9% | Cc1ccc(S(=O)(=O)N(C)CC(=O)O/N=C(\N)c2ccc([N+](=O)[O-])cc2)cc1
8 | 2 | -7% | -6% | O=C(Cc1ccc(Cl)cc1Cl)OCC(=O)c1ccc[nH]1
317 | -13 | · | -1% | CN(C(=O)c1ccccc1Cl)c1ccccc1
-3 | 15 | 34%[activator] | -2% | Cc1cccc(OCCCn2ccnc2)c1
-11 | -7 | · | -1% | O=C(COc1ccccc1)NNC(=O)c1cc2ccccc2oc1=O
-23 | 9 | 6% | 1% | O=C(NCCCN1CCOCC1)c1ccco1
-13 | · | · | 4% | COc1cccc(C(=O)Nc2cc3c(cc2Cl)OCCCO3)c1
89 | 5 | -11% | -5% | COc1cc(/C=C2/C(=N)N3C=CSC3=NC2=O)ccc1OCCCOc1ccccc1C
-4 | 6 | · | 5% | O=C(CCCc1nc(-c2ccc(Cl)cc2)no1)N1CCOCC1
-100* | -13 | · | -2% | CCn1c(SCC(=O)N2CCOCC2)nc2c(c1=O)SC(C)C2 (stereo unspecified)

# Whole records as entered above. Values in the order: PNC assembly inh	IMPase cell inh	ALOX15B inhib	12-hLO inh
# Profile of COc1cccc(C(c2nnnn2Cc2ccco2)N2CCN(c3cccc(C)c3C)CC2)c1OC (stereo unspecified) : 29	12	24%	-10%
# Profile of O=C(Cn1c(COc2ccc(Cl)cc2)nc2ccccc21)NCC(F)(F)F : -14	3	·	-5%
# Profile of CC(=O)Nc1sc(C)c(C)c1C(=O)OCC(=O)Nc1cc(S(=O)(=O)N2CCCCC2)ccc1Cl : -17	·	·	-4%
